Source: PubChem BioAssay (several laboratories)
STAT1 act: STAT1 signaling activation. actives 2.6% (n = 200,000). NIH 3T3 STAT1-luciferase reporter, IFN-gamma, luminescence; 100% = IFN-gamma alone, no compound. activation (% of control), % at 5.5 µM;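 active means activation above the screen-wide mean activation plus 3 SD, cut at about 130% in these data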;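 further: raw ratio to IFN-gamma control signal so 100% means no change and 0% no light; values of inactives mirror those of a sister screen read the other way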
STAT3 inh: reduces IL-6 driven STAT3 reporter signal. U3A cells, IL-6 STAT3-luciferase reporter, luminescence; host cell line lacks STAT1. inhibition, % at 5.5 µM. actives 0.89% (n = 190,000). AID 862;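 active means inhibition above the mean inhibition across all screened compounds plus 3 SD, cut at about 44% in these data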;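 further: 0% = DMSO only wells and 100% = 100 µM nifuroxazide control wells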
TLR4 MyD88 comp: TLR4-MyD88 interaction inhibition in cells. actives 0.18% (n = 200,000). HeLa CL3-4 TLR4/MyD88 BLA complementation, FRET ratio. AID 861. inhibition, % at 8.4 µM; in the data active means inhibition above about 25%;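 further: 0% = vehicle and 100% = reference inhibitor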
Target sequence (O00206 whole entry, looked up): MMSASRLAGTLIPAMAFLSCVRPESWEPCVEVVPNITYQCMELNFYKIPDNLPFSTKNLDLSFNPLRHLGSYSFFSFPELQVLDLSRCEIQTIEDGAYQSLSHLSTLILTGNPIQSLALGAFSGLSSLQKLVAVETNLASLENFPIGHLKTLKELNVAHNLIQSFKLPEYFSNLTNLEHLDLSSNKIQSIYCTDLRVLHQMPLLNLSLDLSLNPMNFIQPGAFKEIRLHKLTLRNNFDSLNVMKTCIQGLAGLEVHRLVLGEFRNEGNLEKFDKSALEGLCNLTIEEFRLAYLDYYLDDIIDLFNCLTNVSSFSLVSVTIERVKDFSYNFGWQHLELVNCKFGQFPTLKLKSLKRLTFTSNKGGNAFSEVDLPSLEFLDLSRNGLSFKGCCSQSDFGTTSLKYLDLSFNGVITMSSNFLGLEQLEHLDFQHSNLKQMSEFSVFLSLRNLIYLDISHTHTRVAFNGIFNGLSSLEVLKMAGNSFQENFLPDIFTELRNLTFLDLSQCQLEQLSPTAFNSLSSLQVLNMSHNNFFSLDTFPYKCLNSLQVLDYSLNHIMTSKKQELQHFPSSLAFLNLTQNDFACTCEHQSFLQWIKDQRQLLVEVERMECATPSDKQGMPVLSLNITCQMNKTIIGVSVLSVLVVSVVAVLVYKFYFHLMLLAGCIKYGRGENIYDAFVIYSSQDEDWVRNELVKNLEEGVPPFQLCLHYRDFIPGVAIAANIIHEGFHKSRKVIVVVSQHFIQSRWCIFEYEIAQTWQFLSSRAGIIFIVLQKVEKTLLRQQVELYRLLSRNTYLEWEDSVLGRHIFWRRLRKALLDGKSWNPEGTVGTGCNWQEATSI
Target sequence (Q99836 whole entry, looked up): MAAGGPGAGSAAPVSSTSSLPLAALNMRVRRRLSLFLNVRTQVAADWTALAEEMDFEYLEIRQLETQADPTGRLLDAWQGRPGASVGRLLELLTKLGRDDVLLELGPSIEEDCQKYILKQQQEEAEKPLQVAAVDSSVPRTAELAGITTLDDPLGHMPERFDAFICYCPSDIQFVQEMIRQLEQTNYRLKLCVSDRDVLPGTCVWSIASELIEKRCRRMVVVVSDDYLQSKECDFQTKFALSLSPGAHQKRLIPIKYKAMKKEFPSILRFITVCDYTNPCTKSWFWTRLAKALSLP
APP 5'UTR act: APP 5'UTR luciferase reporter activation. activation, % at 2 µM. actives 1% (n = 190,000). SH-SY5Y APP 5'UTR luciferase reporter, luminescence; zero percent = DMSO vehicle wells;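 active means activation above a set limit, based on mean plus 3 SD of controls, cut at about 140% in these data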; further: values of inactives mirror those of a sister screen read the other way
Redox H2O2 prof: compounds producing H2O2 with reducing agent – biochemical, NIH compound library profiling, artefact control for MLSCN library redox annotation, primary screen; DTT-dependent redox cycling H2O2, phenol red/HRP absorbance; 100% = 100 µM peroxide control, 0% = buffer; activation, % at 10 µM; actives 0.03% (n = 200,000);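 active means activation of at least 50% relative to the plate's high and low controls in the primary single-dose screen; inactive means activation below 50%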;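 further: compound incubated with DTT at 0.8 mM final as the reducing agent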
NF-kB neuron act: NF-kB expression increase, human neuronal cells. NF-kB reporter expression; hits give high values. actives 1.6% (n = 190,000). fold change at 12.5 µM; in the data active means fold change above about 3.3
Efa HMGR inh: blocks class II HMG-CoA reductase of Enterococcus faecalis. purified E. faecalis HMGR, NADPH absorbance 340 nm kinetic. inhibition, % at 10 µM. actives 0.41% (n = 190,000);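 active means inhibition above a set limit, the median over all tested compounds plus 3 SD, cut at about 9.5% in these data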;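 further: enzyme runs in reverse so mevalonate oxidation gives rising NADPH absorbance; 0% = complete reaction with DMSO and 100% = background rate lacking mevalonate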
STAT3 act: STAT3 signaling activation; U3A cells, IL-6 STAT3-luciferase reporter, luminescence; 100% = signal with IL-6 EC80 alone; activation (% of control), % at 5.6 µM; actives 0.91% (n = 190,000);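 active means activation above the screen-wide mean of compound activation plus 3 SD, cut at about 130% in these data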;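 further: 0% = background luminescence of wells with medium and substrate only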
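Material: STAT3-luciferase reporter U3A cells. Controls: IL-6-treated wells, 100% activation. Read-out: % activation versus median of IL-6-stimulated wells. Probe or stimulus: IL-6 stimulus at 33 ng/mL final. Timing: compound 1 h, then IL-6 6 h at 37 °C. Signal: reporter luminescence signal.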
Hsp70 act: switches on Hsp70 transcription. activation, % at 10 µM. HeLa Hsp70 promoter luciferase reporter, luminescence; scaled: vehicle 0, proteasome-inhibitor control 100%. actives 0.04% (n = 200,000);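 active means activation above the mean across all tested compounds plus 3 SD, cutoff set per campaign, cut at about 5.5% in these data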;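 further: 100% = MG132 at 30 µM as the positive control and 0% = DMSO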
STAT1 inh: STAT1 signaling inhibition; inhibition, % at 5.5 µM; AID 920; actives 0.35% (n = 200,000); NIH 3T3 STAT1-luciferase reporter, IFN-gamma, luminescence;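 active means inhibition above a set limit, the mean inhibition across all tested compounds plus 3 SD, cut at about 34% in these data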;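 further: 0% = IFN-gamma with DMSO and 100% = IFN-gamma with 300 µM nifuroxazide; values of inactives mirror those of a sister screen read the other way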
Starred values were filed as active, the others as inactive; nt = no result given.

SMILES	STAT1 act	STAT3 inh	TLR4 MyD88 comp	APP 5'UTR act	Redox H2O2 prof	NF-kB neuron act	Efa HMGR inh	STAT3 act	Hsp70 act	STAT1 inh
Cc1ccc(-c2nn(CC(=O)NC(C)c3ccccc3)c(=O)c3ccccc23)cc1 (configuration not stated)	97	-2	12	-5	2.0	1.3	-6	105	-0.4	3
COc1ccc2c(c1)C(C)=CC(C)(C)N2C(=O)C(C)N1C(=O)c2ccccc2C1=O (configuration not stated)	98	4	3	-18	3.4	0.91	-3	100	-0.2	3
CN1CCCN(S(=O)(=O)c2cccc(Cl)c2Cl)CC1	102	2	9	-18	-1.6	1.2	1	101	-0.2	-3
CC(C)CC1(C(=O)O)NC(c2ccccc2O)C2C(=O)N(C(C)C)C(=O)C21 (configuration not stated)	94	10	-6	7	-0.4	1.3	-2	96	-0.1	7
Cc1nc2nc(Cc3ccccc3)nn2c(C)c1Cl	96	18	-6	-15	-3.5	1.3	2	88	0.1	4
COCCn1c(=NC(=O)c2ccc3c(c2)OCO3)c(C#N)cc2c(=O)n3cccc(C)c3nc21	97	1	-4	-5	-2.4	0.87	-3	101	-0.1	4
Cc1ccc(C(=O)Nc2ccccc2)cc1S(=O)(=O)Nc1ccc(Cl)cn1	110	5	-5	-8	-0.4	2.2	2	98	-0.1	-13
COc1ccc2oc(=O)c(C(=O)N3CCN(c4ccc(F)cc4)CC3)cc2c1	97	5	-1	4	0.7	1.2	-5	97	-0.7	11
O=C(CN1C(=O)c2cccc3cccc1c23)Nc1ccccc1	97	3	-4	-10	0.0	0.93	-6	104	-0.1	2
CC(C)CC(=O)Nc1cc2nn(-c3ccccc3)nc2cc1Cl	118	5	-5	nt	1.9	2.1	0	96	-0.1	-27
CC(=O)Nc1ccccc1C(=O)C(=O)Nc1cccc(C(=O)NCc2ccc(C)cc2)c1	103	6	14	26	-0.1	0.9	-1	98	-0.4	-4
CCn1c(=O)c(C(=O)Nc2ccsc2C(=O)OC)c(O)c2ccccc21	99	-52	-5	-10	0.0	1.6	-6	138*	-0.4	1
O=C(CSc1ccc(C(F)(F)F)cc1[N+](=O)[O-])NCCOc1ccccc1	95	-7	5	16	0.7	0.95	1	106	-0.1	5
Cc1cc2c(cc(C(=O)NCc3cccnc3)n2Cc2ccc(Cl)cc2)o1	90	2	5	-23	-2.7	0.98	-2	104	-0.5	11
COC(=O)c1ccc(-n2cnc3ccccc32)nc1	129*	8	4	15	0.5	1.7	-3	98	0.5	-32
C=CCNC(=O)c1c(N)n(-c2ccc3c(c2)OCO3)c2nc3ccccc3nc12	92	18	-8	13	1.5	0.99	4	89	1.0	8
CCOC(=O)c1c(NC(=O)c2cc(-c3cccc(O)c3)on2)sc(C(C)=O)c1C	94	10	-1	-18	0.4	1.3	-7	91	0.0	6
O=C(Nc1ccc2c(c1)OCCO2)C1CCCN(S(=O)(=O)c2cccnc2)C1 (configuration not stated)	97	6	9	9	-2.4	0.8	1	96	0.0	4
CC(C)(C)CN1CCNC(=O)C1CC(=O)NCCc1ccccc1F (configuration not stated)	97	9	-9	-7	-0.6	0.94	4	93	-0.1	4
O=C1CN(C(=O)CCN2CCOCC2)C(c2ccccc2)c2cc(Br)ccc2N1 (configuration not stated)	104	0	-5	-6	-0.2	1.1	0	101	0.2	-5
O=C1NC(=O)C(=C2CCCCCC2)S1	100	-7	0	-5	-0.5	1.2	-6	107	-0.2	0
COc1ccc(NC(=O)/C(C#N)=C\c2ccc(OCc3ccc(C(=O)O)cc3)c(OC)c2)cc1	104	6	-8	-1	-0.7	1.1	1	98	-0.1	-6
CCOC(=O)N1CCC(N2CCN(S(=O)(=O)c3ccc(C)cc3)CC2)CC1	87	5	4	-11	0.1	0.91	-1	97	-0.6	12
CCn1c(COc2cccc(OC)c2)nnc1SCC(=O)Nc1cccc(OC)c1	91	1	6	-5	0.2	1.2	-2	103	-0.1	9
C=CCNC(=S)NNC(=O)c1cccn(Cc2ccc(Cl)cc2Cl)c1=O	95	13	-9	0	2.8	0.83	-2	94	-0.2	5
COc1ccc(NC(=O)c2ccc(Cl)c(NC(=O)c3ccncc3)c2)cc1	94	12	4	1	0.9	1.1	3	92	-0.2	4
CC(=O)Nc1ccc(S(=O)(=O)Nn2cnnc2)cc1	92	2	4	1	-1.2	1.1	-4	100	-0.2	8
CC(=O)c1c(C)[nH]c(C(=O)OCc2ccc(Br)cc2)c1C	108	22	-1	27	-1.1	1.8	3	84	-0.1	-11
COc1ccc(C(C)=O)cc1CN1C(=O)C(C)N(c2ccc(C)cc2)C1=O (configuration not stated)	100	-10	-12	7	-0.1	0.98	1	112	-0.3	0
CC1CN(c2ccc(C(F)(F)F)cc2[N+](=O)[O-])CCN1S(C)(=O)=O (configuration not stated)	107	12	-6	4	0.0	1.3	0	92	-0.5	-8
CCN(CC)c1ccc(C(=O)OCC(=O)NC2CCCCC2C)cc1 (configuration not stated)	97	-2	2	6	0.3	1.1	-9	99	0.0	3
NC(=O)CC1C(=O)N(c2ccc(F)cc2)C(=O)N1NC(=O)CCc1ccccc1 (configuration not stated)	102	11	9	11	0.4	1.1	-10	97	-0.1	-4
CSc1cc(C)n(-c2ccc(Cl)cc2)c(=S)c1C(C)=O	95	-1	-26	-1	0.2	0.93	-6	101	-0.4	5
Clc1ccccc1-c1ncc2ccccn12	106	5	0	3	0.0	1.2	-1	107	-0.1	-8
Cc1cc(C)cc(NC(=O)COC(=O)[C@@H](NC(=O)c2ccco2)C(C)C)c1	95	-8	-4	-10	-1.6	1.2	-8	110	-0.1	3
CN1CCN(c2ccc(NC(=O)c3ccc4c(c3)OCO4)cc2)CC1	127	-17	2	99	0.3	2.7	1	119	-0.1	-30
CCC(CC)NC(=O)COC(=O)c1ccc(OCc2ccc(C(C)=O)cc2OC)c(OC)c1	88	11	-12	24	-0.5	0.92	5	89	-0.6	13
CC(Sc1nc(-c2ccccc2)cc(C(F)(F)F)n1)C(=O)N1CCCC1 (configuration not stated)	98	4	-10	11	-0.5	1	-1	101	0.1	2
O=C(CSc1ccc2nnc(-c3ccncc3)n2n1)NCC1CCCO1 (configuration not stated)	104	nt	3	6	-0.7	0.94	-3	nt	-0.4	-5
CCOC(=O)/C(C#N)=C/c1ccc(N2CCN(Cc3ccccc3)CC2)cc1	107	0	0	-15	0.4	0.98	-5	96	0.2	-7

Pulled by structure from the list above (2):
SMILES	STAT1 act	STAT3 inh	TLR4 MyD88 comp	APP 5'UTR act	Redox H2O2 prof	NF-kB neuron act	Efa HMGR inh	STAT3 act	Hsp70 act	STAT1 inh
CN1CCN(c2ccc(NC(=O)c3ccc4c(c3)OCO4)cc2)CC1	127	-17	2	99	0.3	2.7	1	119	-0.1	-30
CCC(CC)NC(=O)COC(=O)c1ccc(OCc2ccc(C(C)=O)cc2OC)c(OC)c1	88	11	-12	24	-0.5	0.92	5	89	-0.6	13

Full records, quoted from the list. Order of screens: STAT1 act | STAT3 inh | TLR4 MyD88 comp | APP 5'UTR act | Redox H2O2 prof | NF-kB neuron act | Efa HMGR inh | STAT3 act | Hsp70 act | STAT1 inh
CC(=O)Nc1ccc(S(=O)(=O)Nn2cnnc2)cc1 is listed as 92 | 2 | 4 | 1 | -1.2 | 1.1 | -4 | 100 | -0.2 | 8
COc1ccc(C(C)=O)cc1CN1C(=O)C(C)N(c2ccc(C)cc2)C1=O (configuration not stated) is listed as 100 | -10 | -12 | 7 | -0.1 | 0.98 | 1 | 112 | -0.3 | 0
C=CCNC(=S)NNC(=O)c1cccn(Cc2ccc(Cl)cc2Cl)c1=O is listed as 95 | 13 | -9 | 0 | 2.8 | 0.83 | -2 | 94 | -0.2 | 5
Cc1cc(C)cc(NC(=O)COC(=O)[C@@H](NC(=O)c2ccco2)C(C)C)c1 is listed as 95 | -8 | -4 | -10 | -1.6 | 1.2 | -8 | 110 | -0.1 | 3
CN1CCN(c2ccc(NC(=O)c3ccc4c(c3)OCO4)cc2)CC1 is listed as 127 | -17 | 2 | 99 | 0.3 | 2.7 | 1 | 119 | -0.1 | -30

Later entries.
SMILES	STAT1 act	STAT3 inh	TLR4 MyD88 comp	APP 5'UTR act	Redox H2O2 prof	NF-kB neuron act	Efa HMGR inh	STAT3 act	Hsp70 act	STAT1 inh
C=CCn1c(SCc2ccc(C#N)cc2)nnc1-c1cccc(OC)c1	104	1	3	-3	-0.2	1.5	-3	101	-0.3	-4
CSc1nc(-c2ccco2)nn1C(=O)c1ccccc1	104	1	-1	-9	-7.6	0.97	-11	100	-0.2	-5
O=C(O)CSCNC(=O)CC12CC3CC(CC(C3)C1)C2	109	-3	-1	3	-1.6	1.1	-8	105	-0.3	-10
CCOc1cc(NC(=S)NCCCN2CCOCC2)c(OCC)cc1NC(=O)c1ccc(C)cc1	122	-8	4	-6	-0.7	1.1	1	109	0.0	-25

Looked up above:
Under STAT3 inh, CC(C)CC(=O)Nc1cc2nn(-c3ccccc3)nc2cc1Cl is entered as 5
Under APP 5'UTR act, Cc1nc2nc(Cc3ccccc3)nn2c(C)c1Cl is entered as -15
Under TLR4 MyD88 comp, O=C(Nc1ccc2c(c1)OCCO2)C1CCCN(S(=O)(=O)c2cccnc2)C1 (configuration not stated) is entered as 9
Under STAT1 act, CCn1c(=O)c(C(=O)Nc2ccsc2C(=O)OC)c(O)c2ccccc21 is entered as 99
Under Redox H2O2 prof, COc1ccc(NC(=O)c2ccc(Cl)c(NC(=O)c3ccncc3)c2)cc1 is entered as 0.9
Under Redox H2O2 prof, CC(C)(C)CN1CCNC(=O)C1CC(=O)NCCc1ccccc1F (configuration not stated) is entered as -0.6
Under Hsp70 act, C=CCNC(=S)NNC(=O)c1cccn(Cc2ccc(Cl)cc2Cl)c1=O is entered as -0.2
